From PubChem BioAssay
C diff HTS: C. difficile growth inhibitors, primary screen, HTS. growth activity, negative = inhibition, % at 16 µg/mL (by protocol). hit rate 0.25% among 86,000. AID 1259249, 2017. Clostridium difficile clinical isolate growth, OD600, 24 h; stronger effect = lower value;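 active means mean growth activity at or below -80% and every replicate also at or below -80%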;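 further: 0% = DMSO wells and -100% = levofloxacin 16 µg/mL wells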
GASC1 inh: inhibitors of GASC-1 (KDM4C) histone demethylase, primary screen, biochemical, single concentration HTS; GST-KDM4C 2-372, H3K9me3 peptide, LANCE TR-FRET; AID 720574, 2013; inhibition, % at 12.5 µM; hit rate 0.15% among 96,000; Lysine-specific demethylase 4C (Homo sapiens), Q9H3R0;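 active means mean replicate inhibition above about 25%, with at least 55% of replicates also reaching it, limit read from the data, passing the limit was not always enough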
Target sequence (Q9H3R0 2-372 limits assumed): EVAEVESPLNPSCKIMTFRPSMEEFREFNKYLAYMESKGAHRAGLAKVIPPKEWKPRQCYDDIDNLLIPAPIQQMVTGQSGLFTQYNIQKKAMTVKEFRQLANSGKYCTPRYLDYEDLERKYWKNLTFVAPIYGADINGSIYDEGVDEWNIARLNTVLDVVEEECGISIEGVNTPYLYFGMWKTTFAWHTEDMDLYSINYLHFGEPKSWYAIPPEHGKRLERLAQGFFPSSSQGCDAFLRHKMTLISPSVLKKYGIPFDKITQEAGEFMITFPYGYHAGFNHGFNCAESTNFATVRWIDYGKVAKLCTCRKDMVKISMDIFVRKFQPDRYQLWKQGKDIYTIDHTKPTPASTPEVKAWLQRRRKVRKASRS
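Test system: N-terminal GST-fused human GASC-1 (KDM4C) fragment, residues 2-372; quantity: GASC-1 enzyme at 10 nM final in reaction; dosing: single dose; schedule: 30 min demethylation and 1 h detection at room temperature; signal: LANCE TR-FRET, excitation 340 nm, emissions 618 and 671 nm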
Tcruzi prolif: T. cruzi intracellular proliferation inhibitors, primary screen, cell-based, beta-gal Tulahuen parasites, NIH3T3 host, luminescence; inhibition, % at 8.34 µM; AID 624255, 2012; hit rate 5.9% among 77,000; T. cruzi beta-gal in NIH3T3, GalScreen luminescence, 90 h;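 active means mean inhibition above about 93%, with at least 55% of replicates each passing it, limit read from the data, passing the limit was not always enough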
Pf Dd2 growth: P. falciparum Dd2 growth inhibitors, primary screen, SYBR Green fluorescence, single dose replicates; 72 h; stronger effect = lower value; activity change, % at 10 µM; hit rate 2.3% among 94,000; in the data active means activity change below about -80%
An asterisk follows results filed as active; x = no result given; & = joins results of further samples; ! = repeats disagree.

SMILES | C diff HTS | GASC1 inh | Tcruzi prolif | Pf Dd2 growth
COCC(=O)Nc1ccc2c(c1)C(=O)N(C)C[C@H](OC)[C@@H](C)CN(C(=O)c1ccccc1)[C@H](C)CO2 | x | 2.9 | -21.0 | -2.2
C[C@H](CO)N1C[C@H](C)[C@@H](CN(C)Cc2ccc(-c3ccccc3)cc2)Oc2c(NC(=O)Nc3ccc4c(c3)OCO4)cccc2C1=O | -4.3 | -0.2 | -56.4 | 3.3
C[C@@H]1CCCCO[C@H](CN(C)S(C)(=O)=O)[C@H](C)CN([C@@H](C)CO)C(=O)c2cc(NC(=O)Nc3ccc(F)cc3)ccc2O1 | 3.0 | -1.0 | 54.0 | -1.5
C[C@H](CO)N1C[C@H](C)[C@H](CN(C)Cc2ccncc2)Oc2cc(C3=CCCC3)ccc2S1(=O)=O | 0.3 | 6.8 | 107.9* | -29.0
COc1ccc(NC(=O)N(C)C[C@H]2Oc3c(NS(C)(=O)=O)cccc3C(=O)N([C@H](C)CO)C[C@@H]2C)cc1 | -3.3 | x | -69.3 | 20.7
C/C=C/c1ccc([C@@H]2[C@H](CO)N3C(=O)CN(Cc4ccc(C(=O)OC)cc4)C[C@@H]23)cc1 | -7.9 | -1.7 | x | -15.2
O=C(c1ccccc1F)N1C[C@@H]2[C@H](c3ccccc31)[C@H](CO)N2C(=O)c1ccc(F)cc1 | 2.2 | -1.4 | 26.2 | -35.4
C[C@H]1CN([C@@H](C)CO)S(=O)(=O)c2ccc(C#CCN(C)C)cc2O[C@@H]1CN(C)Cc1ccccc1F | -6.0 | -0.6 | 110.0* | -75.7
C[C@H](CO)N1C[C@H](C)[C@@H](CN(C)Cc2ccccc2)Oc2ccc(NS(=O)(=O)c3cn(C)cn3)cc2C1=O | -1.3 | -0.2 | -16.7 | 7.5
COc1ccc(NC(=O)N(C)C[C@H]2Oc3cc(-c4ccncc4)ccc3S(=O)(=O)N([C@@H](C)CO)C[C@H]2C)cc1 | -2.5 | 3.6 | 53.3 | -32.8
CN1C(=O)c2cc(NC(=O)Cc3ccccc3)ccc2OC[C@@H]2O[C@H](CC(=O)O)CC[C@H]21 | -4.8 | -0.1 | 17.4 | 11.5
Cc1ccccc1S(=O)(=O)N1CC(=O)N2[C@@H](CO)[C@H](c3ccc(C#CCN(C)C)cc3)[C@@H]2C1 | 2.0 | 4.4 | x | 24.2

An excerpt from above in order of their number in GASC1 inh, highest first.
| smiles | GASC1 inh |
| --- | --- |
| Cc1ccccc1S(=O)(=O)N1CC(=O)N2[C@@H](CO)[C@H](c3ccc(C#CCN(C)C)cc3)[C@@H]2C1 | 4.4 |
| CN1C(=O)c2cc(NC(=O)Cc3ccccc3)ccc2OC[C@@H]2O[C@H](CC(=O)O)CC[C@H]21 | -0.1 |
| C[C@H](CO)N1C[C@H](C)[C@@H](CN(C)Cc2ccccc2)Oc2ccc(NS(=O)(=O)c3cn(C)cn3)cc2C1=O | -0.2 |

Next entries follow:
SMILES | C diff HTS | GASC1 inh | Tcruzi prolif | Pf Dd2 growth
N#C[C@@H]1[C@@H](c2ccccc2C2=CCCCC2)[C@H](CO)N1C(=O)NC1CCCC1 | -2.9 | 0.4 | x | 4.1
COCC(=O)Nc1ccc2c(c1)OC[C@@H](C)N(CCC(F)(F)F)C[C@H](C)[C@@H](OC)CN(C)C2=O | 2.4 | 2.1 | 25.9 | -12.1
C[C@@H]1CN([C@@H](C)CO)C(=O)c2cc(NC(=O)Nc3ccc(C(F)(F)F)cc3)ccc2O[C@@H](C)CCCCO[C@H]1CN(C)CC1CCCCC1 | -106.6* | x | 88.0 | -60.3
COc1ccc2c3c([nH]c2c1)[C@H](CO)N(C(=O)Cc1ccccc1)CC31CCN(C)CC1 | 0.0 | 0.6 | x | -14.0
Cc1ccc(S(=O)(=O)N(C)C[C@@H]2Oc3c(NS(=O)(=O)c4ccc(F)cc4)cccc3C(=O)N([C@H](C)CO)C[C@@H]2C)cc1 | -14.7 | -0.8 | 53.5 | 2.1
Cc1ccc(S(=O)(=O)N(C)C[C@H]2OCCCC[C@@H](C)Oc3ccc(NC(=O)Nc4ccc(C(F)(F)F)cc4)cc3C(=O)N([C@H](C)CO)C[C@@H]2C)cc1 | 3.8 | -0.9 | x | -73.1
COc1ccc(NC(=O)N(C)C[C@@H]2Oc3ncc(-c4ccc(OC)cc4)cc3C(=O)N([C@H](C)CO)C[C@@H]2C)cc1 | x | -1.3 | 50.2 | -3.5
CC(C)CC#Cc1ccc([C@@H]2[C@H](CO)N3C(=O)CN(C(=O)CN4CCOCC4)C[C@@H]23)cc1 | -8.7 | 0.4 | x | 4.9
C/C=C/c1ccc([C@@H]2[C@@H](C#N)N(C(=O)Cc3ccccn3)[C@@H]2CO)cc1 | -2.8 | -3.1 | 35.4 | -30.3
CCCNC(=O)C[C@@H]1CC[C@@H]2[C@H](COc3ccc(NC(=O)c4cccc(Cl)c4)cc3C(=O)N2C)O1 | -2.7 | -0.2 | 20.4 | -11.9
Cc1noc(C)c1NC(=O)N(C)C[C@H]1Oc2ccc(NS(=O)(=O)c3cn(C)cn3)cc2C(=O)N([C@@H](C)CO)C[C@H]1C | x | -0.8 | -10.9 | 9.1
C[C@H](CO)N1C[C@H](C)[C@H](CN(C)C(=O)CC2CC2)Oc2ncc(C#CC3CC3)cc2C1=O | 3.0 | 0.6 | 33.7 | -8.0
C[C@@H]1CN([C@@H](C)CO)C(=O)CCCn2cc(nn2)CO[C@H]1CN(C)S(=O)(=O)c1ccc2ccccc2c1 | -0.5&-3.2 | -0.6 | 124.7*! | -4.1&-5.4
CCCN1[C@@H]2c3ccc(C4=CCCC4)c(=O)n3C[C@@H]2[C@@H](CO)[C@@H]1C(=O)NC1Cc2ccccc2C1 | 0.9 | 8.9 | 92.5 | -8.5
CC(=O)N(C)C[C@H]1Oc2ncc(C#C[C@@H](C)O)cc2C(=O)N([C@@H](C)CO)C[C@H]1C | 1.1 | 0.0 | 11.1 | 53.7
COCC(=O)N(C)C[C@H]1Oc2ncc(-c3ccc(C#N)cc3)cc2C(=O)N([C@H](C)CO)C[C@H]1C | 0.5 | -1.3 | x | 10.0
COc1ccc(C[C@H]2CCn3cc(nn3)COC[C@H](Cc3ccccc3)NC2=O)cc1 | -6.0 | 1.0 | x | x
C[C@H](CO)N1C[C@H](C)[C@H](CN(C)S(C)(=O)=O)Oc2cc(C#Cc3ccccc3)ccc2S1(=O)=O | 3.0 | -0.2 | 65.3 | -53.8
C[C@H]1CN([C@@H](C)CO)C(=O)c2cc(C3=CCCC3)cnc2O[C@H]1CN(C)Cc1ccccc1 | 0.8 | -4.6 | 26.0 | -21.9
COC(=O)C[C@H]1CC[C@H]2[C@@H](COc3ccc(NC(=O)Nc4ccc(C)cc4)cc3C(=O)N2C)O1 | -4.1 | -0.5 | 14.8 | 0.0
CC(=O)N1[C@@H]2c3cccc(=O)n3C[C@H]1[C@H](CO)[C@H]2C(=O)N1CCc2ccccc2C1 | 0.7 | 0.7 | -18.3 | 0.5
COc1ccc2c3c(n(C)c2c1)[C@H](CO)N(C(=O)c1ccccn1)CC31CN(C)C1 | -5.4 | 2.0 | x | 28.2
Cc1ccc(-c2cnc3c(c2)C(=O)N([C@@H](C)CO)C[C@H](C)[C@H](CN(C)C(=O)Cc2cccnc2)O3)cc1 | -1.0 | 1.7 | -50.0 | 2.3
COc1cccc(C(=O)Nc2ccc3c(c2)OC[C@H](C)N(C(C)=O)C[C@@H](C)[C@@H](OC)CN(C)C3=O)c1 | x | 14.7 | -6.7 | 18.4
CCCC(=O)Nc1ccc2c(c1)C(=O)N(C)C[C@@H](OC)[C@H](C)CN(Cc1cncnc1)[C@@H](C)CO2 | 1.5 | -3.0 | 14.0 | 21.2
CC(C)NC(=O)N[C@H]1C=C[C@H](CC(=O)NC2Cc3ccccc3C2)O[C@@H]1CO | 9.7 | 0.5 | 1.3 | 5.5
O=C(C[C@@H]1CC[C@@H]2[C@H](COC[C@H](O)CN2Cc2cccc(-c3ccncc3)c2)O1)N1CCN(c2ccccc2)CC1 | -6.7 | -0.8 | 62.5 | -25.1
Cc1ccc(S(=O)(=O)N(C)C[C@H]2OCCCC[C@H](C)Oc3ccc(NC(=O)Nc4ccccc4)cc3C(=O)N([C@@H](C)CO)C[C@H]2C)cc1 | 8.6 | 12.7 | -17.3 | -91.0*
CCS(=O)(=O)Nc1ccc2c(c1)C(=O)N(C)[C@@H]1CC[C@H](CC(=O)NCCCN3CCOCC3)O[C@H]1CO2 | -2.1 | 1.4 | 5.4 | 7.2
COc1ccc(S(=O)(=O)N(C)C[C@@H]2Oc3c(NS(=O)(=O)c4cccs4)cccc3C(=O)N([C@@H](C)CO)C[C@@H]2C)cc1 | -4.0 | 5.0 | 27.1 | 13.7
COc1cccc(NC(=O)N(C)C[C@@H]2Oc3cc(-c4cccc(C(=O)N(C)C)c4)ccc3S(=O)(=O)N([C@@H](C)CO)C[C@H]2C)c1 | 0.0 | 0.7 | 56.4 | 5.1
CCCC#Cc1ccc([C@@H]2[C@@H](CO)N3C(=O)CN(C(=O)Nc4ccc(F)cc4)C[C@H]23)cc1 | 24.1 | -0.8 | x | -22.5
C[C@H]1CCCCO[C@H](CN(C)Cc2ccncc2)[C@@H](C)CN([C@@H](C)CO)C(=O)c2cc(NS(C)(=O)=O)ccc2O1 | -2.0 | 1.2 | -9.2 | -14.7
CC(C)NC(=O)Nc1ccc2c(c1)C(=O)N([C@H](C)CO)C[C@@H](C)[C@H](CN(C)S(=O)(=O)c1ccc(F)cc1)OCCCC[C@@H](C)O2 | 5.2 | -1.7 | 3.2 | x
C[C@@H]1CCCCO[C@@H](CN(C)Cc2ccc(C(=O)O)cc2)[C@H](C)CN([C@H](C)CO)C(=O)c2cc(NC(=O)Nc3ccc(C(F)(F)F)cc3)ccc2O1 | -4.6 | 17.3 | 42.5 | 23.0
CCCC(=O)Nc1ccc2c(c1)C(=O)N(C)[C@@H]1CC[C@H](CC(=O)NCC3CCCCC3)O[C@@H]1CO2 | 0.7 | 0.9 | -20.9 | -6.6
CO[C@H]1CN(C)C(=O)c2ccc(NS(=O)(=O)CC(F)(F)F)cc2OC[C@@H](C)NC[C@@H]1C | x | 0.2 | 75.2 | 17.1
COc1cccc(S(=O)(=O)Nc2ccc3c(c2)[C@H]2C[C@H](CC(=O)NCc4ccccc4F)O[C@H](CO)[C@H]2O3)c1 | 2.5 | 0.0 | 143.5* | -43.7
COc1ccc(NC(=O)Nc2ccc3c(c2)C(=O)N([C@@H](C)CO)C[C@@H](C)[C@H](CN(C)C(=O)Nc2cccc4ccccc24)OCCCC[C@H](C)O3)cc1 | -0.3 | -1.6 | 40.2 | -47.2
CN(C)C(=O)[C@H]1[C@H](CO)[C@H]2Cn3c(cccc3=O)[C@H]2N1C(=O)C1CCC1 | 3.0 | -1.7 | -11.9 | x
CNC[C@H]1Oc2ncc(Br)cc2C(=O)N([C@H](C)CO)C[C@@H]1C | 0.5 | -0.4 | x | 10.5

Single values from the entries so far:
In Pf Dd2 growth, COc1ccc(NC(=O)Nc2ccc3c(c2)C(=O)N([C@@H](C)CO)C[C@@H](C)[C@H](CN(C)C(=O)Nc2cccc4ccccc24)OCCCC[C@H](C)O3)cc1 reads -47.2
In C diff HTS, CN(C)C(=O)[C@H]1[C@H](CO)[C@H]2Cn3c(cccc3=O)[C@H]2N1C(=O)C1CCC1 reads 3.0
In Tcruzi prolif, CO[C@H]1CN(C)C(=O)c2ccc(NS(=O)(=O)CC(F)(F)F)cc2OC[C@@H](C)NC[C@@H]1C reads 75.2
In C diff HTS, COc1cccc(S(=O)(=O)Nc2ccc3c(c2)[C@H]2C[C@H](CC(=O)NCc4ccccc4F)O[C@H](CO)[C@H]2O3)c1 reads 2.5

Copied from the listing, 5 compounds:
SMILES | C diff HTS | GASC1 inh | Tcruzi prolif | Pf Dd2 growth
CO[C@H]1CN(C)C(=O)c2ccc(NS(=O)(=O)CC(F)(F)F)cc2OC[C@@H](C)NC[C@@H]1C | x | 0.2 | 75.2 | 17.1
COc1cccc(S(=O)(=O)Nc2ccc3c(c2)[C@H]2C[C@H](CC(=O)NCc4ccccc4F)O[C@H](CO)[C@H]2O3)c1 | 2.5 | 0.0 | 143.5* | -43.7
COc1ccc(NC(=O)Nc2ccc3c(c2)C(=O)N([C@@H](C)CO)C[C@@H](C)[C@H](CN(C)C(=O)Nc2cccc4ccccc24)OCCCC[C@H](C)O3)cc1 | -0.3 | -1.6 | 40.2 | -47.2
CN(C)C(=O)[C@H]1[C@H](CO)[C@H]2Cn3c(cccc3=O)[C@H]2N1C(=O)C1CCC1 | 3.0 | -1.7 | -11.9 | x
CNC[C@H]1Oc2ncc(Br)cc2C(=O)N([C@H](C)CO)C[C@@H]1C | 0.5 | -0.4 | x | 10.5
